Compound activity deposited in PubChem BioAssay by Southern Research Specialized Biocontainment Screening Center.
tuberculosis growth – growth inhibition of non-replicating M. tuberculosis (AID 488890). inhibition, % at 25 µM, or IC50 in µM where a hit was titrated. 320,000 tested, 0.39% active. Mycobacterium tuberculosis non-replicating, growth inhibition; higher % means a stronger effect; in the data active means a potency from the dose series; inconclusive means inhibition mostly from about 82% at the one dose, without a potency; inactive means the rest, 99 in 100 with inhibition below about 76%;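 further: plate controls were DMSO cells for no effect and high antibiotic wells for full effect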
M. tuberculosis HTS – M. tuberculosis growth inhibition, HTS (AID 449762) | M. tuberculosis H37Rv growth inhibition, 7H9 media; higher % means a stronger effect | inhibition, % at 25 µM; hits with a dose series show IC50 in µM | 330,000 tested, 0.59% active; in the data active means a potency from the dose series; inconclusive means inhibition above about 70% without an active follow-up result;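 further: bacterial growth assessed after seven days of incubation; strong numbers were not always called active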
VEEV TC-83 Vero – inhibitors of VEEV TC-83 cytopathic effect, confirmation, Vero cells (AID 588727) | inhibition, % at 20 µM; hits with a dose series show IC50 in µM | 350,000 tested, 0.13% active | Vero cells, VEEV TC-83 cytopathic effect inhibition; higher % means a stronger effect; in the data active means a potency from the dose series; inconclusive means inhibition mostly from about 14% at the one dose, without a potency; inactive means the rest, 99 in 100 with inhibition below about 12%; further: strong numbers were not always called active
H1N1 NS1A inhibition – H1N1 influenza NS1A inhibitors, functional cell based assay (AID 504329); NS1A functional cell-based assay, percent inhibition; higher % means a stronger effect; inhibition, % at 12.5 µM, or IC50 in µM where a hit was titrated; 340,000 tested, 0.3% active; in the data active means a potency from the dose series; inconclusive means inhibition above about 27% without an active follow-up result; further: strong numbers were not always called active
Salmonella PhoP GFP – Inhibition of PhoP regulon, Salmonella typhi GFP reporter cells, confirmation, 4 h (AID 1850); Salmonella Typhi PhoP-promoter GFP reporter, fluorescence, 4 h; higher % means a stronger effect; one-dose inhibition, % at 50 µM; IC50 in µM for titrated hits; 310,000 tested, 0.33% active; in the data active means a potency from the dose series; inconclusive means inhibition mostly from about 25% at the one dose, without a potency; inactive means the rest, 99 in 100 with inhibition below about 19%;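 further: 0% = induced wells with vehicle and 100% = uninduced wells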
VEEV TC-83 Vero 10K pilot screen – further read-out of VEEV TC-83 Vero, marked with its call; inhibition, %; measured here: 10K pilot screen inhibition
An asterisk follows results filed as active; i = inactive; ? = inconclusive; . = not tested or not shown.

SMILES | tuberculosis growth | M. tuberculosis HTS | VEEV TC-83 Vero | H1N1 NS1A inhibition | Salmonella PhoP GFP | others
COC(=O)c1ccc(CN2CCN(Cc3ccccc3)C(CCO)C2)cc1 (centres undefined) | 9.8% | -0.3% | 0.2% | 7.4% | -5.5%
CCN(C1CCCCC1)S(=O)(=O)c1ccc(S(=O)(=O)NCCc2ccncc2)cc1 | 9.2% | 0.8% | i | 0.8% | 0.5%
CC(C)n1nnnc1SCC(=O)NCCc1ccccc1 | -9.6% | -7.6% | i | -11.6% | -2.4%
O=S1(=O)CC(O)C(Nc2ccccc2)C1 (centres undefined) | -4.2% | 4.3% | 6.9% | 10.5% | 2.6%
CCOC(=O)c1ccc(N2C(=O)CC(NNC(=O)c3ccc(Br)s3)C2=O)cc1 (centres undefined) | 15.3% | -1.5% | 0.6% | . | -4.7%
O/N=C(/c1ccccc1)c1cc2cc(Br)cc(Br)c2o1 | -3.2% | 3.0% | 1.5% | -4.9% | 1.4%
CCS(=O)(=O)Nc1ccc(Cc2ccncc2)cc1 | 7.1% | -8.8% | i | -0.5% | -13.0% | VEEV TC-83 Vero 10K pilot screen=0.2
COc1ccc(NC(=O)Nc2nnc(-c3ccccc3SCc3ccccc3)s2)cc1 | 1.8% | 4.9% | 4.1% | 5.3% | 1.4%
COc1cccc(-c2nc(NCc3cccnc3)c3ccccc3n2)c1O | -2.2% | 12.5% | i | 15.2% | -16.3%
N#CCC(=O)NNC(=S)NC(=O)C(c1ccccc1)c1ccccc1 | -34.3% | -8.0% | 4.0% | 6.0% | 13.1%
CCCS(=O)(=O)NCCc1csc(-c2ccc(OC)c(OC)c2)n1 | 12.7% | -1.9% | 0.4% | 10.0% | -1.3%
CC(C)C[C@@H](CNCC(=O)[C@H](Cc1ccccc1)NC(=O)c1[nH]cnc1C(=O)N[C@H](CN)CC(C)C)NC(=O)c1nc[nH]c1C(=O)N[C@@H](CC(=O)O)C(=O)O | . | . | 0.5% | 22.6% | .
Cc1ccccc1C(=O)NCC(=O)c1ccccc1 | 2.2% | 0.6% | i | . | 1.0%
COC(=O)c1cc(NS(=O)(=O)c2ccc(C(C)C)cc2)ccc1N1CCOCC1 | -10.8% | 1.8% | 0.6% | -5.3% | -2.1%
Cc1c(C(=O)NNC(=S)Nc2ccc(S(N)(=O)=O)cc2)oc2ccccc12 | 8.8% | 4.7% | 1.2% | -10.8% | -8.5%
CC1CCCC(C)N1/N=C/c1ccc(C(=O)O)cc1 (centres undefined) | -7.5% | -0.2% | 0.8% | 13.6% | -2.5%
CCn1nnnc1-c1ccc(OC)c(S(=O)(=O)Nc2ccc(C(=O)OC)cc2)c1 | -8.5% | -8.3% | i | -14.4% | -14.4%
O=C(NNC(=O)c1ccc(Cl)s1)c1csc(N2CCOCC2)n1 | 24.2% | 67.3% | 1.4% | -2.3% | -4.0%
O=C(COc1ccccc1/C=C\c1[nH]c(=O)[nH]c(=O)c1[N+](=O)[O-])Nc1ccccc1 | 25.1% | 2.8% | 2.7% | -5.9% | 5.3%
Cc1[nH]c(=O)[nH]c(=O)c1/C=N/NC(=O)CCNC(=O)OC(C)(C)C | -13.8% | -13.4% | i | -7.5% | 12.8%
Cc1nnc2c(NCC(C)c3ccccc3)nc3ccccc3n12 (centres undefined) | 3.1% | 5.5% | 9.7% | -21.8% | 7.1%
S=c1[nH]nc(-c2ccco2)n1/N=C/C=C/c1ccccc1 | -8.4% | -2.5% | i | 5.9% | 8.8%
CCOc1ccc(-n2c(C)c(C(C)=O)c3cc(OC(C)=O)ccc32)cc1 | -2.7% | 1.1% | 3.1% | -1.0% | -0.9%
COc1ccc(NC(=O)c2sc(SC)nc2N)cc1 | 25.5% | 0.1% | 0.6% | -2.0% | -7.1%
O=C1C(Cl)=C(N2CCCCCC2)C(=O)N1c1ccc(Cl)cc1 | ? | 9.0% | i | -14.0% | -7.0%
Next part:
SMILES | tuberculosis growth | M. tuberculosis HTS | VEEV TC-83 Vero | H1N1 NS1A inhibition | Salmonella PhoP GFP | others
O=C(COC(=O)C1CC2C=CC1C2)NCc1ccc(F)cc1 (centres undefined) | 52.1% | 0.4% | 0.4% | -7.7% | -5.7%
COCCNC(=O)CSc1ccccc1C(=O)NC1CCSc2ccccc21 (centres undefined) | -3.9% | 2.8% | 3.4% | -0.4% | -4.8%
COc1ccc(Cl)cc1NS(=O)(=O)c1ccc(OC)c(OC)c1 | -4.1% | 3.3% | 2.2% | 0.4% | -6.3%
O=C(CCN1C(=O)c2ccccc2C1=O)Nc1ccc(-c2nc3ccccc3o2)cc1 | -7.9% | 3.7% | 3.3% | 0.5% | -9.4%
Cc1ccc(S(=O)(=O)N2CCN(S(=O)(=O)N3CCC(C)CC3)CC2)cc1C | -13.7% | -2.7% | 0.9% | 2.7% | 10.0%
Cc1ccc(CNC(=O)CCc2nnc3ccc(NCCCN4CCCC4=O)nn23)cc1 | -0.9% | -1.3% | 0.9% | 5.4% | -5.5%
O=C(NCCCOc1cccc(CN2CCCCC2)c1)c1ccc(Cl)c(Cl)c1 | . | 7.1% | i | -4.4% | -11.9%
CS(=O)(=O)NCc1nnc(SCc2ccccc2C(F)(F)F)o1 | 6.3% | 3.8% | i | -3.8% | -11.8%
O=[N+]([O-])c1cc(C(F)(F)F)ccc1NCCCCNS(=O)(=O)c1ccc(Cl)cc1 | -12.1% | 1.5% | i | 6.1% | -6.1%
O=C(NCc1cccs1)c1cc2c(s1)CCCC2 | 70.6% | -1.2% | 5.6% | -12.0% | -4.0%
O=C(/C=C/c1ccc(S(=O)(=O)N2CCOCC2)cc1)Nc1ccc(F)c(F)c1F | 7.6% | 1.8% | i | -6.8% | .
CCCCCC(C)NC(=S)NC(=O)c1cc(S(=O)(=O)N2CCOCC2)ccc1C (centres undefined) | 41.6% | 5.2% | 3.3% | 1.6% | 3.2%
Cc1ncc(CO)c(/C=N/NC(=O)c2cccc(S(=O)(=O)N3CCCC3)c2)c1O | 4.9% | 1.8% | 1.4% | 4.73µM* | 0.4%
CC1CCN(C2=C(NS(=O)(=O)c3ccc(Br)cc3)C(=O)c3ccccc3C2=O)CC1 | 22.9% | 9.9% | 3.8% | 10.8µM* | 20.5%
COc1ccc(CCNC(=O)c2ccc3nc[nH]c3c2)cc1 | -4.0% | -3.4% | 4.9% | -11.2% | -10.1%
CCN(CC(=O)Nc1ccc(NC(C)=O)cc1)C(=O)CCN1C(=O)C2CC=CCC2C1=O (centres undefined) | . | . | 0.6% | -4.5% | .
COc1cccc(C(=O)Nc2ccccc2C(=O)NC2CC2)c1 | 3.7% | -0.9% | 11.1% | -10.3% | -4.0%
CCC(=O)NNc1nc2c(C)cc(C)cc2s1 | -7.0% | 5.1% | 1.5% | -17.0% | 2.6%
Cc1ccc(C(C#N)N2CCOCC2)cc1 (centres undefined) | . | . | 3.8% | 2.2% | .
COc1ccc(C(=O)N2CCCC(c3nc(-c4cc(OC)c(OC)c(OC)c4)no3)C2)cc1 (centres undefined) | -8.6% | -6.3% | 2.5% | -9.3% | 0.3%
COc1ccc(CN2CC(C(=O)N3CC(C)CC(C)C3)CC2=O)cc1 (centres undefined) | 7.8% | -1.8% | 0.9% | 3.1% | 2.1%
CCOC(=O)c1ccc(NC(=O)NC2CC3CCC(C2)N3C(=S)NC)cc1 (centres undefined) | 10.8% | 7.4% | 1.0% | 1.6% | -25.2%
COc1cc(C(F)(F)F)nc2ccc(C#CCOC(=O)Nc3ccccc3)cc12 | 55.4% | 2.7% | 13.7% | -3.3% | 1.7%
COc1ccc(CNC(=S)N/N=C/c2ccc(OC)c(OC)c2)cc1 | -17.1% | 4.0% | i | -16.1% | 11.5%
COc1cc(OC)cc(-n2nnnc2SCC(=O)NCc2ccc3c(c2)OCO3)c1 | 11.6% | 4.7% | 0.7% | -4.5% | 5.7%

Part of the list above in order of length of the SMILES, highest first:
SMILES | tuberculosis growth | M. tuberculosis HTS | VEEV TC-83 Vero | H1N1 NS1A inhibition | Salmonella PhoP GFP | others
COc1ccc(C(=O)N2CCCC(c3nc(-c4cc(OC)c(OC)c(OC)c4)no3)C2)cc1 (centres undefined) | -8.6% | -6.3% | 2.5% | -9.3% | 0.3%
CC1CCN(C2=C(NS(=O)(=O)c3ccc(Br)cc3)C(=O)c3ccccc3C2=O)CC1 | 22.9% | 9.9% | 3.8% | 10.8µM* | 20.5%
O=C(CCN1C(=O)c2ccccc2C1=O)Nc1ccc(-c2nc3ccccc3o2)cc1 | -7.9% | 3.7% | 3.3% | 0.5% | -9.4%
COc1ccc(CCNC(=O)c2ccc3nc[nH]c3c2)cc1 | -4.0% | -3.4% | 4.9% | -11.2% | -10.1%
CCC(=O)NNc1nc2c(C)cc(C)cc2s1 | -7.0% | 5.1% | 1.5% | -17.0% | 2.6%

Additional records:
SMILES | tuberculosis growth | M. tuberculosis HTS | VEEV TC-83 Vero | H1N1 NS1A inhibition | Salmonella PhoP GFP | others
COc1ccc(Nc2nc(-c3ccccc3)nc3ccccc23)cc1 | 15.3% | 69.0% | 4.6% | -7.1% | 6.5%
C#CCOCCOCCOCCNc1nc(N2CCN(C(=O)[C@H](C(C)C)n3cc(CCO)nn3)CC2)nc(N2CCN(C(=O)[C@H]([C@@H](C)CC)n3cc(CCC(=O)O)nn3)CC2)n1 | . | . | 2.3% | -6.3% | .
Cc1ccc(NC(=O)CC(=O)c2ccccc2)cc1C | 61.4% | 34.2% | 1.6% | 7.4% | -9.4%
O=C(Nc1ccccc1)c1cc2ccccc2c(=O)s1 | 14.7% | 0.7% | 0.5% | 4.3% | 2.7%
Nc1nc(Cn2nnc(-c3ccccc3F)n2)nc(N2CCOCC2)n1 | 5.9% | 1.5% | 2.4% | 2.7% | -2.9% | VEEV TC-83 Vero 10K pilot screen=1.6
COc1ccc(C(=O)Nc2ccc(N3CCCCC3)cc2)cc1Br | -4.2% | 4.9% | 1.0% | -11.4% | -6.0%
CS(=O)(=O)N1CCC(Oc2ccccc2C(=O)NCCCc2cccnc2)CC1 | 1.1% | 3.0% | 2.4% | -1.2% | -144.9%
CCOC(=O)C1CCCN(C(=O)C2CCN(S(=O)(=O)CC)CC2)C1 (centres undefined) | -6.6% | -0.4% | i | 1.1% | -4.6%
CN(C)c1ccc(C2N(c3ccc(Cl)cc3)C(=O)C3CCCN32)cc1 (centres undefined) | 4.3% | -12.9% | 0.1% | 8.3% | -0.4%
Fc1cccc(Cl)c1Cn1ncc2ccccc21 | -0.6% | -5.0% | 0.8% | -13.8% | 7.0%
Nc1ccc(-c2ncc(-c3ccccc3)o2)cc1 | 25.1% | 39.1% | 3.9% | 5.8% | 3.7%
CCOc1cc(CN2CCN(S(=O)(=O)Cc3ccccc3)CC2)ccc1OC | -15.3% | -1.9% | 0.4% | 11.2% | 0.7%
O=C(NCC(O)c1ccc([N+](=O)[O-])cc1)Nc1ccccc1 (centres undefined) | 0.4% | 2.2% | 2.4% | 21.0% | 3.7%
CSc1ccccc1C(=O)OCC(=O)Nc1cccnc1Cl | 14.2% | 6.4% | 0.5% | 4.2% | .
CC(C)(O)CC[C@@H](O)[C@](C)(O)C1CC[C@@]2(O)C3=CC(=O)[C@]4(O)C[C@@H](O)[C@@H](O)C[C@]4(C)C3CC[C@]12C (some centres undefined) | 2.2% | -7.2% | 0.8% | -6.5% | .
Cc1ccc(C)c(-c2cc(C(=O)Nc3cccc(C(=O)O)c3)c3ccccc3n2)c1 | -16.0% | 3.0% | 3.1% | -4.4% | 7.1% | VEEV TC-83 Vero 10K pilot screen=0.9
Cc1ccc(-c2c(C(=O)N/N=C/c3cccc(Cl)c3)nnn2-c2nonc2N)cc1 | 46.1% | 48.6% | 4.0% | 7.7% | 5.6%
NC(=O)c1ccc(Cl)c2ccccc12 | -9.2% | -1.2% | 1.9% | -10.9% | -18.4%
COc1ccc(NC(=O)c2cc(S(=O)(=O)N3CCCC3)ccc2C)cn1 | -4.1% | -11.7% | 1.2% | -4.4% | .
CC1CC(=O)c2cnc(Nc3ccccc3)nc2C1 (centres undefined) | 2.5% | -1.0% | 1.5% | 2.5% | -0.8% | VEEV TC-83 Vero 10K pilot screen=3.6
COc1ccc(Br)cc1CN(C)C(=O)c1cnc(C)cn1 | 18.0% | 2.9% | 0.6% | -6.2% | -7.3%
C=C[C@H](Cc1ccccc1)N(Cc1ccccc1)S(=O)(=O)N(Cc1ccccc1)[C@H](C=C)Cc1ccccc1 | 17.7% | 1.0% | i | 8.2% | .
Cc1cc(C)cc(OCc2nnc(SCC(=O)OC(C)C)o2)c1 | ? | ? | i | -4.3% | 1.6%
COc1ccc(NS(=O)(=O)c2cccs2)cc1S(=O)(=O)N1CCOCC1 | -8.6% | -4.5% | 4.1% | 7.4% | -12.3%
